High-throughput results: PubChem BioAssay, Sanford-Burnham Center for Chemical Genomics
697 NFkB inh: lowers PMA/ionomycin-induced NF-kB signal in 697 B cells; 330,000 compounds, 0.33% hits; 697 B-cell NF-kB luciferase reporter, 16 h; inhibition, % at 4 µM; in the data active = inhibition above about 35%
tim23-1 inh: growth inhibitors of tim23-1 mutant yeast; S. cerevisiae tim23-1 growth, BacTiter-Glo luminescence, 24 h; inhibition, % at 20 µM; 330,000 compounds, 1.3% hits; AID 463212;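 active = growth inhibition of the mutant yeast at or above 50%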;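 also: temperature-sensitive mutant grown at 25 °C; plate controls were DMSO-treated mutant yeast for no effect and medium wells lacking yeast for full effect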
CHOP UPR activ: apoptotic UPR (CHOP) activation; 330,000 compounds, 0.34% hits; activation, % at 10 µM; CHO-CHOP luciferase reporter, luminescence; percent of tunicamycin response over DMSO baseline; AID 449763;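 active = at 10 µM dose, activation of 40% or more, normalized to positive control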;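 also: 100% = tunicamycin at 10 µg/mL and 0% = DMSO alone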
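Assay system: CHO-CHOP cells, stable luciferase reporter of PERK-eIF2a-CHOP signalling / Buffer or medium: F12 plus 10% serum / Compound dosing: one dose, 10 µM in 0.5% DMSO / Times: 6 h compound treatment, 37 °C / Technique: luciferase luminescence / Read-out: % reporter activation, DMSO baseline versus tunicamycin full activation / Benchmarks: tunicamycin and DMSO controls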
APJ antagonist: antagonists of human APJ apelin receptor; CHO-K1 APJ beta-arrestin complementation, luminescence; inhibition, % at 20 µM; 330,000 compounds, 0.32% hits;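 active = inhibition above about 40% at 20 µM, limit read from the data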;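 also: cells challenged with 10 nM apelin-13 agonist together with compound; plate controls were apelin-13 plus DMSO wells for no effect and DMSO wells lacking apelin-13 for full effect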
UPR XBP1 act: activators of adaptive arm of unfolded protein response (XBP1) | 330,000 compounds, 0.33% hits | CHO-XBP1 luciferase reporter, IRE1-XBP1 UPR activation, luminescence; percent of tunicamycin response, DMSO as zero | activation, % at 20 µM;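 active = versus positive control, 20 µM dose yields 30% or more activation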;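 also: 100% = tunicamycin at 10 µg/mL and 0% = DMSO only wells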
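incubation = overnight seeding at 37 °C, 6 h compound treatment at 37 °C | assay system = CHO-XBP1 cells stably carrying IRE1-XBP1-driven luciferase reporter | input = 1000 cells per well | detection = luciferase luminescence | dosing = single point, 20 µM final compound, 1% DMSO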
APJ agonist: agonists of human APJ apelin receptor; CHO-K1 APJ PathHunter beta-arrestin, luminescence; 0% DMSO wells, 100% apelin; activation, % at 20 µM; 330,000 compounds, 0.11% hits; AID 2520;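 active = activation more than six SD over the plate average, tested at 20 µM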;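 also: 0% = DMSO alone and 100% = apelin-13 at 10 nM; some results filed as inactive read as strong as hits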
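Test system: CHO-K1 APJ beta-arrestin complementation cell line | Compound: Single test compound dose, 20 µM final, 1% DMSO | Incubation: Compound 90 min 25 °C, reagent 1 h | Measured by: beta-gal luminescence | Read-out basis: APJ–arrestin association signal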
Mdm2-MdmX inh: disrupts the human Mdm2-MdmX interaction. O15151+Q00987. SaOS-2 split-luciferase Mdm2/MdmX complementation, luminescence. 330,000 compounds, 3% hits. inhibition, % at 8 µM;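 active = inhibition of at least 50% at 8 µM in the primary screen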
Target sequence (O15151 whole entry, looked up): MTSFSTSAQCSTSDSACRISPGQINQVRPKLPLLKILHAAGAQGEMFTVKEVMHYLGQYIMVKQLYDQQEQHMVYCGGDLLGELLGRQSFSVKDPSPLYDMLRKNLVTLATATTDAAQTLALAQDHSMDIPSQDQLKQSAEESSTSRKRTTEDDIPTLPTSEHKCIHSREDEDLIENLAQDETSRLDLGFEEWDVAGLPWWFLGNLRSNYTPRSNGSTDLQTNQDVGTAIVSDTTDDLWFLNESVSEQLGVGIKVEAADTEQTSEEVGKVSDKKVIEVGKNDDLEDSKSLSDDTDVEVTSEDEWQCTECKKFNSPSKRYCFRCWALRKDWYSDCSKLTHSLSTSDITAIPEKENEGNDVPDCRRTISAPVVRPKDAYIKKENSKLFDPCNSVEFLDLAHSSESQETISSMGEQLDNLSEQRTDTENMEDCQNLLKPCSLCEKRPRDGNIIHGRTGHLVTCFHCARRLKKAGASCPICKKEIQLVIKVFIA
Target sequence (Q00987 whole entry, looked up): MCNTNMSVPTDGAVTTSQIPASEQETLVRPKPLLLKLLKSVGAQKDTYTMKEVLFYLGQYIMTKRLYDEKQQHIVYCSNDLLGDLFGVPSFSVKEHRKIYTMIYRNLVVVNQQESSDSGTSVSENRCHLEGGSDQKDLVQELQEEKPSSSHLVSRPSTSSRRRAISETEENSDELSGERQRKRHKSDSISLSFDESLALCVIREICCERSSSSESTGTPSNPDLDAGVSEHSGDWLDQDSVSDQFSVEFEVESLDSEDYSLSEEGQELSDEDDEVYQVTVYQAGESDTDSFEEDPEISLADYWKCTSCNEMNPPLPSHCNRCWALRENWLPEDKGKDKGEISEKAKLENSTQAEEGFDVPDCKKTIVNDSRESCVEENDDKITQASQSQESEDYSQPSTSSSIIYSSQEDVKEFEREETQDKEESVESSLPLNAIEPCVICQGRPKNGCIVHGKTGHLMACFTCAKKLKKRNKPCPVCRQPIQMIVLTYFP
Jurkat NFkB inh: inhibitors of the PMA/ionomycin-induced NF-kB reporter in Jurkat cells; PMA/ionomycin-induced NF-kB luciferase reporter, luminescence; inhibition, % at 4 µM; 330,000 compounds, 0.53% hits; AID 435003; in the data active = inhibition above about 50%
The depositor's hits bear a star.

SMILES | 697 NFkB inh | tim23-1 inh | CHOP UPR activ | APJ antagonist | UPR XBP1 act | APJ agonist | Mdm2-MdmX inh | Jurkat NFkB inh
O=C(OCc1ccc([N+](=O)[O-])cc1)C1CC(=O)N(Cc2ccccc2)C1 (stereo not drawn) | 10 | 12 | 0.3 | 9 | 2 | -5 | 13 | 7
Cc1nn(S(=O)(=O)c2ccc([N+](=O)[O-])cc2)c(C)c1Sc1ccccc1 | 15 | 1 | 2.9 | -105 | 3 | 6 | 23 | -4
O=C(NNc1c(Cl)cccc1Cl)c1sccc1Cl | 10 | 15 | -1.1 | -18 | -1 | 2 | 3 | -12
O=C(/C=C/c1ccco1)Nc1ccc2c(c1)OCCO2 | -208 | 4 | -1.5 | -18 | -1 | -2 | -133 | -160
O=C(Nc1ccc2c3c(cccc13)CC2)c1ccc(Br)o1 | -21 | 0 | 4.9 | -7 | 3 | -3 | -13 | -38
CCc1cc2ccccc2nc1Cl | 2 | 6 | 0.1 | -19 | 1 | -4 | 19 | 2
CCC(NC(=O)CNC(=O)c1ccc2c(c1)OCO2)c1ccc(Br)cc1 (stereo not drawn) | 6 | 4 | -0.4 | 9 | 0 | -2 | 6 | 25
CC(=O)CCC(=O)N1CCCC(N2CCN(c3cccc(Cl)c3)CC2)C1 (stereo not drawn) | -17 | -3 | 1.0 | 3 | -1 | 1 | 6 | -3
Cc1nnc(SCC(=O)Nc2cc(S(C)(=O)=O)ccc2Cl)n1Cc1ccccc1 | 6 | 1 | 0.2 | -8 | 2 | 2 | 24 | 0
COC(=O)c1ccc(C2=NOC(C)(c3nnc(-c4cccc(Cl)c4)o3)C2)cc1 (stereo not drawn) | -16 | 15 | 0.6 | 14 | 0 | 1 | 16 | 2
Cc1cc(/C(=N/O)C(C)(C)NO)ccc1Cl | -2 | 2 | 0.3 | -2 | 2 | 3 | 5 | 1
COc1cc(/C=C/C(=O)O)ccc1OS(=O)(=O)c1cc(C)ccc1C | 11 | 10 | 2.1 | 11 | 0 | 0 | 22 | -3
N#Cc1ccc(NC(=O)COC(=O)CCc2ccc(S(=O)(=O)N3CCCCC3)cc2)cc1 | 29 | 9 | -1.9 | -7 | -4 | -1 | 10 | 8
Cc1ccc(NC(=S)N2CCCC(c3nc4ccccc4[nH]3)C2)cc1 (stereo not drawn) | 4 | -7 | -0.4 | 3 | -4 | -2 | -6 | 2
CCn1cc(S(=O)(=O)NCc2ccccc2Br)cn1 | -12 | 8 | -1.4 | 4 | -7 | 10 | -11 | -10
CCCCN1C(=O)/C(=C(/C#N)C(=O)N2CCCC2)c2ccccc21 | 11 | 37 | -2.3 | 18 | -2 | -3 | -4 | -3
COC(=O)C(C)(N)Cc1ccc(O)cc1 (stereo not drawn) | 15 | -12 | 0.0 | -19 | -8 | -4 | 8 | -1
O=C(CN1CCN(S(=O)(=O)c2ccccc2F)CC1)NC1CCCC1 | 22 | 8 | -0.7 | 9 | 2 | -1 | 5 | 0
CC(C(=O)N1CCOCC1)n1cc([N+](=O)[O-])cn1 (stereo not drawn) | 16 | 18 | 1.2 | -8 | 1 | -1 | -15 | -9
CC(C)CNC(=O)c1cccc(NC(=O)C2CCCO2)c1 (stereo not drawn) | 27 | 10 | -2.3 | -12 | -2 | -3 | 4 | 8
O=C(CSc1ccc2nnc(CCNS(=O)(=O)c3ccccc3)n2n1)Nc1nc2ccccc2s1 | 20 | 26 | -0.6 | 0 | 1 | 4 | 3 | 19
CC(=O)C1=C(O)C(=O)N(c2ccc(O)cc2)C1c1cccc(F)c1 (stereo not drawn) | 0 | 5 | 0.6 | 1 | -2 | -1 | 22 | -18
CCn1c2ccccc2c2nnc(SCC(=O)Nc3cc(C)on3)nc21 | -6 | 8 | -1.9 | -34 | 4 | 5 | 1 | -1
Cc1cc(C)nc(/N=C2\NC(=O)CC(C(=O)O)N2c2ccc(Cl)cc2Cl)n1 (stereo not drawn) | 3 | 13 | -0.1 | -2 | -1 | 0 | 4 | 4
COc1ccccc1CC(=O)NCC(c1ccco1)N1CCCCC1 (stereo not drawn) | 4 | 15 | -2.0 | -8 | 3 | -5 | 31 | 1
COc1ccc(CN(C(=O)c2ccc(C)cc2)c2cccc(N)c2)cc1 | -7 | 11 | 1.5 | -8 | -1 | 0 | 6 | 1
COc1ccc(C(=O)c2ncc(C(F)(F)F)cc2Cl)cc1 | 15 | -11 | -1.4 | -2 | -3 | -3 | 7 | 7
COC(=O)c1ccc(NC(=O)c2ccc(CN3CCOCC3)cc2)cc1 | -9 | -14 | -0.4 | 8 | 0 | -2 | 17 | 15
CC12CN3CC(C)(CN(C1)C3c1ccc(Cl)cc1Cl)C2O (stereo not drawn) | 19 | -2 | -1.3 | 15 | 0 | -4 | -11 | 11
CC1C(=O)Nc2ccccc2N1C(=O)c1c(F)cccc1F (stereo not drawn) | 7 | 9 | -2.0 | 18 | -1 | -1 | 21 | 25
COc1cc(C(c2nnnn2C(C)(C)C)N2CCN(C)CC2)cc(OC)c1OC (stereo not drawn) | -3 | 12 | 0.0 | -13 | 0 | 1 | 6 | -10
COc1ccc(C(=O)/C=C\c2ccc(NC(=O)c3cccs3)cc2)cc1 | 11 | 20 | 3.0 | -2 | 1 | -4 | 35 | 0
Cc1ccc2nc3c(cc2c1)CN(Cc1ccco1)C(=NCC1CCCO1)S3 (stereo not drawn) | -17 | 14 | 0.1 | 21 | -1 | -8 | 21 | 18
c1ccc(CN2CCN(c3nc(NCc4ccco4)c4ccccc4n3)CC2)cc1 | -48 | -1 | 0.3 | -4 | 0 | 1 | 36 | 3
Cc1nc2ccccn2c1-c1ccnn1S(=O)(=O)c1ccc(F)cc1 | -26 | 21 | 1.0 | 2 | -1 | 2 | 36 | 20
O=C(Cn1c(=O)oc2ccccc21)N1CCN(c2ccccc2)CC1 | -12 | 9 | -1.3 | -7 | 1 | 0 | 6 | -9
O=C(CNC(=O)/C=C/c1ccco1)N=Nc1c(O)[nH]c2ccccc12 | 3 | 13 | 2.6 | -1 | -3 | -4 | 25 | 11
COC(=O)CCc1sc(NC2CCCCC2)nc1-c1ccc(OC)cc1 | 3 | 26 | 3.5 | -14 | 2 | -1 | 10 | 5
O=C(O)c1ccc2c(=O)n3c(nc2c1)/C(=C/c1cccc(Cl)c1Cl)CC3 | -5 | 3 | -0.1 | 20 | -5 | 0 | -16 | -17
O=C(c1ccc(N2CCCCS2(=O)=O)cc1)N1CCN(c2ccccc2F)CC1 | -22 | 3 | 0.5 | -44 | -2 | -2 | 10 | 3
Nn1c(SCc2ccc(C(=O)O)cc2)nnc1-c1ccc(Cl)cc1Cl | -9 | 5 | 2.6 | -2 | -4 | 1 | 9 | -13
CC(Oc1ccc(C(C)(C)C)cc1)C(=O)NCC(c1ccco1)N1CCCC1 (stereo not drawn) | 1 | 28 | -0.9 | 8 | 2 | -2 | 24 | -6
O=C(NC1CCS(=O)(=O)C1)c1ccc(N2CCCCC2)c([N+](=O)[O-])c1 (stereo not drawn) | -7 | 1 | 0.6 | 11 | -2 | 5 | -12 | -2
Cc1ccc(C)c2[nH]c(=O)c(CN(CCCN(C)C)C(=O)NCc3ccccc3)cc12 | -21 | 8 | -1.6 | 9 | 0 | -5 | 21 | -5
COc1ccc(/C=N/NC(=O)COc2cccc3cccnc23)cc1OC | -1 | 24 | -0.2 | -12 | 10 | 4 | -11 | -23
COc1cc(Cl)ccc1OCc1cc(C(=O)N2C[C@@H]3CCC[C@H]2C3)no1 | -115 | 30 | 6.6 | 16 | -1 | 10 | -94 | -101
O=C1OC(N2CCN(Cc3ccccc3)CC2)c2ccccc21 (stereo not drawn) | 4 | -1 | -1.9 | -14 | 2 | -2 | 6 | -7
O=C(CCn1nnc2ccccc2c1=O)NCC1CCC(C(=O)O)CC1 (stereo not drawn) | -8 | 17 | -0.5 | -7 | -1 | -2 | -5 | 6
Cc1cc(C)cc(NC(=O)CSc2nnc(-c3ccccc3Br)o2)c1 | 26 | -2 | -0.7 | -2 | 1 | -2 | 9 | -9
C1CSC2(N1)C1CC3CC(C1)CC2C3 (stereo not drawn) | 15 | 2 | -3.2 | 14 | 2 | 1 | 26 | 21
O=C(Nc1cc2c(oc1=O)CCCC2=O)c1ccccc1 | 7 | 12 | -0.1 | -11 | 3 | 0 | 15 | -12
O=C1N=c2ccccc2=C1c1[nH]c(=S)[nH]c1O | -26 | 5 | 9.3 | 9 | -1 | -2 | 29 | -6
CCn1nc(C)c(CN2CCCC(CO)(Cc3ccccc3)C2)c1C (stereo not drawn) | 18 | 12 | 1.3 | 14 | -2 | 1 | 3 | 6
CCN1CCCC1CNC(=O)c1ccc2c(c1)NC(=O)/C(=C\c1ccc(C)cc1)S2 (stereo not drawn) | -3 | 20 | 7.7 | -2 | -3 | -3 | 97* | 2
COc1ccc(NCc2nnc(SCc3ccc(Cl)cc3)n2-c2ccccc2)cc1 | 9 | 50 | 5.6 | 2 | -1 | -6 | 20 | 9
CC(=O)Nc1ccc(NC(=O)c2cccc3c2-c2ccccc2C3=O)cc1 | 24 | 4 | -1.6 | -8 | -6 | -2 | -2 | 4
O=C(CN1CCOc2ccccc21)NCc1ccc(Cl)cc1 | -13 | 0 | 2.2 | -6 | -2 | -4 | 4 | -8
Cc1ccc(NC(=O)C2CCCN(c3ncnc4c3nc3n4CCCCC3)C2)nc1 (stereo not drawn) | 2 | 15 | -2.0 | -13 | -2 | -2 | 6 | -10
CCOC(=O)C1=C(c2ccccc2)NC(N)=NC1c1ccc(OCc2ccc(Cl)cc2)c(OC)c1 (stereo not drawn) | -2 | 1 | 3.2 | 12 | 5 | -1 | 100* | -16
CCOc1cc(C=O)ccc1OCC(N)=O | -4 | 2 | 0.1 | -6 | -3 | -3 | -22 | 14
CC(C)c1ncc(C(O)c2ccccc2)n1C (stereo not drawn) | 0 | 13 | 0.5 | 9 | -3 | -4 | 19 | 5
CC(=O)Nc1ccc(S(=O)(=O)N2CC3(C)CC2CC(C)(C)C3)cc1 (stereo not drawn) | 4 | 34 | -0.3 | -12 | -4 | -3 | -1 | 3

Of the compounds above, 2 contain a thiophene ring, fused or not.
SMILES | 697 NFkB inh | tim23-1 inh | CHOP UPR activ | APJ antagonist | UPR XBP1 act | APJ agonist | Mdm2-MdmX inh | Jurkat NFkB inh
O=C(NNc1c(Cl)cccc1Cl)c1sccc1Cl | 10 | 15 | -1.1 | -18 | -1 | 2 | 3 | -12
COc1ccc(C(=O)/C=C\c2ccc(NC(=O)c3cccs3)cc2)cc1 | 11 | 20 | 3.0 | -2 | 1 | -4 | 35 | 0

Record cards, as listed above. Screens in order: 697 NFkB inh, tim23-1 inh, CHOP UPR activ, APJ antagonist, UPR XBP1 act, APJ agonist, Mdm2-MdmX inh, Jurkat NFkB inh
Shown for O=C1N=c2ccccc2=C1c1[nH]c(=S)[nH]c1O : -26, 5, 9.3, 9, -1, -2, 29, -6
Shown for CCn1nc(C)c(CN2CCCC(CO)(Cc3ccccc3)C2)c1C (stereo not drawn) : 18, 12, 1.3, 14, -2, 1, 3, 6

Random excerpt: 2 entries already listed, in no set order.
SMILES | 697 NFkB inh | tim23-1 inh | CHOP UPR activ | APJ antagonist | UPR XBP1 act | APJ agonist | Mdm2-MdmX inh | Jurkat NFkB inh
CC(=O)Nc1ccc(NC(=O)c2cccc3c2-c2ccccc2C3=O)cc1 | 24 | 4 | -1.6 | -8 | -6 | -2 | -2 | 4
O=C(CN1CCOc2ccccc21)NCc1ccc(Cl)cc1 | -13 | 0 | 2.2 | -6 | -2 | -4 | 4 | -8

Compounds as they come. Share with any hit: about 5%.
